High-throughput results from PubChem BioAssay.
Nrf2 block – Nrf2 qHTS screen for inhibitors; A549 ARE-Fluc reporter, luciferase luminescence, 18-24 h; Potency, µM (highest dose often 46 µM), for the others: at the highest dose activity change, negative = inhibition, hits mostly inhibitors; 360,000 compounds, 2.1% hits; AID 504444, 2011; further: potency means the concentration at half of the fitted maximal effect; on the % scale 0 is the no-effect control and ±100 the full control effect; nearly all actives have a fitted effect of over 60% in size
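Concentration-response testing used A549 ARE_Fluc cells at 5000 cells/well. Following an 18-24 h compound incubation, viability was read by fluorescence (Ex 405/Em 525) and luciferase output by luminescence.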
A549 tox – Nrf2 qHTS screen for inhibitors: counterscreen for cytotoxicity; Potency, µM (top dose mostly 46 µM), for the others: top-dose activity change, negative = cytotoxicity, actives largely listed as inhibitors; A549 ARE-Fluc cells, CellTiter-Fluor viability, 18-24 h; AID 504648, 2011; 390,000 compounds, 0.16% hits; further: potency means the concentration at half of the fitted maximal effect; on the % scale 0 is the no-effect control and ±100 the full control effect
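A549 ARE-Fluc cells in 5% FBS OPTI-MEM, 5000 cells/well, rested 2 h then exposed to compounds in concentration-response for 18-24 h at 37 °C. Viability by CellTiter-Fluor fluorescence (Ex 405/Em 525) after 30 min; luciferase luminescence (BugLite, 15 min, RT) read afterwards.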
MmCpn inh – Inhibitors of TCP-1 ring complex (TRiC) of Methanococcus maripaludis (MmCpn): qHTS; purified Mm-Cpn ATPase, ADP Transcreener TR-FRET; Potency, µM (top dose mostly 76.9 µM), for inactives: at the top dose activity, negative = inhibition, most hits filed as inhibitors; 330,000 compounds, 0.031% hits; AID 504842, 2011; further: potency means the concentration at half of the fitted maximal effect; on the % scale 0 is the no-effect control and ±100 the full control effect; nearly all actives have a fitted effect of over 80% in size
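Measured: ADP formation by purified Mm-CPN. Conditions: 25 nM protein, 10 uM ATP, Tris pH 7.4 with Mg2+, K+ and DTT, 37°C for 30 min. Detection: Transcreener HTRF after 30 min at room temperature.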
EPAC2 antagonist – qHTS for Antagonist of cAMP-regulated guanine nucleotide exchange factor 2 (EPAC2): primary screen; Rap guanine nucleotide exchange factor 4 (Homo sapiens), Q8WZA2; EPAC2 GEF exchange of Rap1B-BODIPY-GDP, fluorescence; Potency, µM (top dose mostly 114 µM), inactives show top-dose activity, negative = inhibition, hits mostly inhibitors; 360,000 compounds, 0.18% hits; AID 720708, 2013; further: potency means the concentration at half of the fitted maximal effect; on the % scale 0 is the no-effect control and ±100 the full control effect; nearly all actives have a fitted effect of over 45% in size; many of its hits are not listed in these tables
Target sequence (Q8WZA2 whole entry, looked up): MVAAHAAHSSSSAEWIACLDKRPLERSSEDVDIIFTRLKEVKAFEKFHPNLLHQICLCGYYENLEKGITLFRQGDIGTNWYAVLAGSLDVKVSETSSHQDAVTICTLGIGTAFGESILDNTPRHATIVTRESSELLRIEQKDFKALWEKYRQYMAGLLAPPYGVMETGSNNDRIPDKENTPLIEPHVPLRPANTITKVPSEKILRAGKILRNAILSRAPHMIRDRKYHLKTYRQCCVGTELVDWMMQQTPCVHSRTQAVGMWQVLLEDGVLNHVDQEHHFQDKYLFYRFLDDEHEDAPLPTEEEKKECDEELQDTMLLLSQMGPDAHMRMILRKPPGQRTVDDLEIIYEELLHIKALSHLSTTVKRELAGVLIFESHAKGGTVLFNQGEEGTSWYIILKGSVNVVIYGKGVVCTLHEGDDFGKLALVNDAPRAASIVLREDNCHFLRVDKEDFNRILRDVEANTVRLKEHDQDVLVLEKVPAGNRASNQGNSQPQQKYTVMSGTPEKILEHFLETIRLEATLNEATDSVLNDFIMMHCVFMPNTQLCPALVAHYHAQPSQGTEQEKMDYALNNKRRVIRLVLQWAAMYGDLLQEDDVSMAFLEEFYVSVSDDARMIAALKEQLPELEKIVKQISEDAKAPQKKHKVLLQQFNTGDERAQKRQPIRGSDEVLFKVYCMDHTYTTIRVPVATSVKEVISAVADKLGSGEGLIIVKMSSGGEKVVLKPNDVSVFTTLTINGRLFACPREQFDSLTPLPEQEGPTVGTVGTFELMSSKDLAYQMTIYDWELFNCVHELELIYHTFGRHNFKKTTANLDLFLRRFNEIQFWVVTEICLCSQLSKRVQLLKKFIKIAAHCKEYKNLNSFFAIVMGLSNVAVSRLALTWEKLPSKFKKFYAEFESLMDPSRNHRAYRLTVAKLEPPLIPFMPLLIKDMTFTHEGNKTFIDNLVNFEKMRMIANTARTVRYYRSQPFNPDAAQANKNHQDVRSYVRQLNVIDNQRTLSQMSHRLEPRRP
pAkt inh – HTS Assay for Inhibitors of Akt Phophorylation: Primary Screen. AID 651550, 2012. Neuro2A IGF-stimulated pAkt S473 HTRF, 20 min; stronger effect = lower value. activity change, % for hits at 50 µM. 360,000 compounds, 0.32% hits; in the data active means activity change below about -80%; inconclusive means mostly about -51% to -80%; further: on the % scale 0 is the no-effect control and ±100 the full control effect
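Single-point screen (50 µM final compound) in Neuro2A cells stimulated 20 min with 6 nM IGF at 37 deg C. After lysis, Ser473-phosphorylated Akt read by HTRF (ex 330 nm, em 615/665 nm) as the 665/615 ratio.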
Nrf2 ARE act – qHTS of Nrf2 Activators; AREc32 ARE-luciferase reporter (MCF7-derived line), luminescence, 24 h; Potency, µM (top dose mostly 46.1 µM), for inactives: at the highest dose activation, hits mostly activators; 410,000 compounds, 0.31% hits; further: potency means the concentration at half of the fitted maximal effect; % of control where 0% means no effect; nearly all actives have a fitted effect of over 65% in size
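ARE-driven firefly luciferase activity in AREc32 cells measured after a 24 hr compound exposure at 37 deg C, using Steady-Glo reagent and a 30 min room-temperature hold.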
EPAC2 ag – qHTS for Agonist of cAMP-regulated guanine nucleotide exchange factor 4 (EPAC2): primary screen; Rap guanine nucleotide exchange factor 4 (Homo sapiens), Q8WZA2; EPAC2 activation, biochemical qHTS; response scale: 100% = 6.5 mM cAMP response; Potency, µM (top dose mostly 154 µM), without a hit: at the top dose activation, hits mostly activators; 360,000 compounds, 0.079% hits; further: potency means the concentration at half of the fitted maximal effect; nearly all actives have a fitted effect of over 50% in size
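Exchange assay: 100 nM EPAC2 with 250 nM Rap1B-BODIPY-GDP and 50 uM GDP. Fluorescence (ex 480/em 540 nm) read every 5 min for 30 min at room temperature. Data normalized to 6.5 mM cAMP as agonist control.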
TGFb SMAD3 inh – qHTS for Inhibitors of TGF-b | HepG2 CAGA-GFP TGF-b/SMAD3 reporter, GFP fluorescence, 18 h; TGF-beta stimulated, 500 pg/mL final | Potency, µM (doses to about 46.1 µM), inactives show at the highest dose activity, negative = inhibition, usual class: inhibitors | 410,000 compounds, 1.2% hits | AID 588855, 2011; further: potency means the concentration at half of the fitted maximal effect; on the % scale 0 is the no-effect control and ±100 the full control effect; nearly all actives have a fitted effect of over 65% in size
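First, reporter cells (HEPG2 CAGA-GFP) rested 2 h at 37 degrees C. Next, compounds were pinned in and TGF-beta added to 500 pg/mL final. After 18 h, GFP was imaged per cell and summed per well.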
CCT modulator – High-Throughput Screening for Modulators of Cytosolic Chaperonin Activity | purified chaperonin ATPase assay, HTRF ADP detection, 30 min | activity change, % (no concentration beside the values), hits read low | 360,000 compounds, 0.3% hits | AID 651819, 2012; in the data active means activity change below about -30%; further: on the % scale 0 is the no-effect control and ±100 the full control effect
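TRiC at 40 or 20 nM final (batch-dependent) in 30 mM Tris pH 7.4, 100 mM KCl, 5 mM MgCl2, 1 mM DTT, with compound at single 76 uM and 10 uM ATP, 30 min at 37 deg C. ADP detected by HTRF Transcreener, 665/615 ratio.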
* hit, by the source's call; i = inactive; u = inconclusive; x = not tested or not shown; [ ] = remark or other dose. Unless noted, the call rests on the fitted dose curve; in most records, active means well fitted curve in the direction sought with a large enough effect; inconclusive means small, poorly fitted or top-dose-only effect, or another doubt; inactive means no such curve, though single readings can be large; an effect the other way counts as inactive or inconclusive. These rows are one share of the data, so the mix of outcomes need not match the whole.

Molecule | Nrf2 block | A549 tox | MmCpn inh | EPAC2 antagonist | pAkt inh | Nrf2 ARE act | EPAC2 ag | TGFb SMAD3 inh | CCT modulator
C/C(=N\NC(=O)Cn1cc([N+](=O)[O-])cn1)c1ccco1 | -10% | -1% | 3% | -9% | i | 0.5% | 2% | -16% | -0.2
O=C(O)C1C2C=CC(C2)C1C(=O)NCc1ccc(Cl)c(Cl)c1 (stereo not given) | 1% | -2% | -3% | 1% | i | -0.4% | -6% | -15% | 1.0
CCOC(=O)c1cc2c(=O)n3ccccc3nc2n(C)c1=NC(=O)c1c(-c2ccccc2Cl)noc1C | 6%[9.27 µM] | 3% | x | x | x | 0.1% | x | 0% | x
CC(C)[C@H](NC(=O)OCc1ccccc1)C(=O)NCc1ccccc1 | -1% | 0% | 0% | -7% | i | -0.6% | 13% | -2% | -3.7
CC(C)(C)NNC(=S)Nc1cccc(F)c1 | -20% | -1% | -4% | 7% | i | 28% | -1% | u | 1.2
CNC(=O)C1CC(=O)N(c2ccc(OCC(=O)Nc3ccc(F)cc3)cc2)C1 (stereo not given) | 2% | -1% | x | -6% | i | 2.0% | 2% | 6% | -1.0
COc1ccc2c(c1)C(c1ccc(C)o1)=NNC(c1ccccc1)=N2 | -6% | 8% | -2% | -17% | i | 0.8% | 12% | -2% | -0.9
CCOc1ccc(NC(=O)N(O)C2(C#N)CCCCC2)cc1 | 8% | 1% | x | 11% | i | 0.2% | 0% | 0% | -3.1
CCOC(=O)C1CCN(C(=O)C2CCC(=O)N(Cc3cccc(C(F)(F)F)c3)C2)CC1 (stereo not given) | 20% | -8% | 1% | 14% | i | 0.5% | 5% | -1% | 1.4
CCOc1ccc(S(=O)(=O)N2CCOCC2)cc1NC(=O)CCN1C(=O)NC2(CCCC2)C1=O | x | x | x | 6% | i | -1.0% | -2% | -14% | -0.2
O=C1CCC(=O)N1OCCCOc1ccc2c(c1)CCC2 | 11% | -1% | 2% | 5% | i | -1.2% | 12% | -14% | -0.5
CCN1CCN(S(=O)(=O)c2ccc(C(C)(C)C)cc2)CC1 | -9% | -9% | 1% | 1% | i | -0.4% | -5% | 16% | -1.8
COc1cccc(C(=O)OCC(=O)N2CCC(Cc3ccccc3)CC2)c1OC | -7% | 1% | 0% | -10% | i | 0.1% | 10% | 2% | 1.9
O=C(Nc1nc2ccccc2[nH]1)c1ccc(F)c(S(=O)(=O)N2CCOCC2)c1 | u | 0% | 2% | 5% | i | 2.9% | 3% | -2% | -44*
COc1cc(C(=O)OCC(=O)Nc2c(F)cccc2F)cc(OC)c1C | u | 8% | 1% | 8% | i | -0.5% | 0% | 24% | -0.4
NNC(=O)c1ccc([N+](=O)[O-])c(CS(=O)(=O)c2ccc(Cl)cc2)c1 | 4% | 11% | -14% | 22% | i | 4.2% | 2% | -1% | 1.7
O=S(=O)(NC1CCSc2ccccc21)c1ccccc1 (stereo not given) | u | 0% | -1% | -13% | i | 0.2% | 3% | 9% | 0.6
CCOc1ccc(S(=O)(=O)Nc2cnc3ccccc3c2)cc1 | 4.1µM* | -11% | 3% | -10% | i | -0.4% | 3% | 0% | 1.3
C=C[C@@H]1c2ccccc2N(S(=O)(=O)c2ccc(C)cc2)[C@H](c2ccc(C(F)(F)F)cc2)C1(C#N)C#N | 2% | 18% | 1% | 2% | i | 5.1% | 2% | u | 0.7
CCCCOc1ccc(-c2[nH]ncc2C=O)cc1 | u | -1% | -1% | -10% | i | 3.0% | -3% | 35% | -1.0
Cc1cc(NS(=O)(=O)c2ccc(NS(=O)(=O)c3ccc(CC(C)C)cc3)cc2)nc(C)n1 | u | 2% | -2% | 4% | i | -0.2% | -9% | -8% | 0.5
CC(=O)C1=CCC(c2cccc3ccccc23)N(S(=O)(=O)c2ccc(C)cc2)C1 (stereo not given) | x | x | x | 1% | i | 0.4% | 14% | -15% | -0.4
O=C1CCN(c2ccccc2)N1 | 0% | -8% | x | 12% | i | -1.4% | 5% | 0% | -0.3
CCCCc1ccc(NC(=O)CSc2nc(=O)n(CCCN3CCOCC3)c3c2CCC3)cc1 | -1% | -14% | 2% | 11% | i | 3.7% | 6% | u | 1.7
N/C(=N/OC(=O)c1cccc([N+](=O)[O-])c1)c1cccc([N+](=O)[O-])c1 | u | -1% | 2% | 3% | i | 3.3% | 3% | 5% | -1.9
COC(=O)c1cc(NC(=O)c2cc3sccc3n2Cc2ccc(Cl)cc2)cc(C(=O)OC)c1 | -6% | -1% | x | x | x | -0.6% | x | -16% | x
CCOc1ccccc1NS(=O)(=O)c1c(-c2ccc(C)cc2)csc1C(=O)OC | u | -1% | x | x | x | 5.0% | x | u | x
COc1ccccc1CNc1nc2ccccc2c2nc(-c3cccc(C)c3)nn12 | u | 13% | x | x | x | 8.2% | x | -50% | x
CCOC(=O)c1nnn(-c2ccccc2C#N)c1C | 8% | 1% | 0% | 13% | i | 0.1% | -3% | 0% | 1.2
COC(=O)c1c(N)[nH]c(C(=O)c2ccccc2)c1-c1ccc(Cl)cc1 | x | x | x | -2% | i | -1.0% | 7% | x | 1.1
O=C(CCC(=O)N1CCCCC1)Nc1ccc(Cl)c(Cl)c1 | 4% | 10% | -1% | -13% | i | 1.6% | 0% | -1% | -3.2
O=C(C1CCN(CCCc2ccccc2)CC1)N(CCc1ccccc1)Cc1ccccc1 | u | u | 0% | -1% | i | -0.5%[9.22 µM] | 7% | u | -1.5
Cc1ccc(F)cc1NC(=O)Cc1ncc(C(F)(F)F)cc1Cl | u | -3% | -1% | -12%[57.1 µM] | i | -0.7% | -5% | 17% | -1.2
COc1ccccc1CNC(=O)COC(=O)c1n[nH]c2ccccc12 | u | -2% | 0% | -1% | i | 0.5% | 4% | u | -4.0
O=C(C1CCC1)N1CCN(c2cccc(C(F)(F)F)c2)CC1 | -26% | 2% | 1% | -10% | i | 0.0%[9.22 µM] | 0% | -27% | 3.7
O=C(NCCN1C(=O)S/C(=C\c2cccs2)C1=O)c1ccco1 | -4% | -6% | -6% | 5% | i | -0.9% | 12% | -3% | 1.2
CCCCc1nc(N2CCOCC2)c(C#N)c2c1COC(C)(C)C2 | -7% | -5% | -1% | -5% | i | 0.2% | -1% | -17% | 0.8
CCCc1cc(N2CCN(c3ccccn3)CC2)n2nc(C)c(-c3ccccc3)c2n1 | -34% | 9% | -1% | -12% | i | -0.3% | 11% | 20% | -1.4
CC(C)C[C@H]1CN([C@@H](Cc2ccccc2)CN2CCC[C@@H]2CN2C(=O)C(=O)NC[C@@H]2Cc2ccc(O)cc2)C(=O)C(=O)N1CC1CCCCC1 | x | x | x | 1% | i | 0.0% | -7% | -20% | 0.4
CCOC(=O)c1c(NC(=O)c2ccc(N3C(=O)[C@@H]4[C@H](C3=O)[C@H]3C=C[C@@H]4C3)cc2)sc2c1CC(C)CC2 (stereo not given in full) | -5% | 2% | 0% | -2% | i | 2.1% | 5% | 2% | -1.4
Cc1sc(NC(=O)c2cccs2)c(C(=O)OC(C)C)c1C | 6% | 15% | -7% | 2% | i | -0.5% | -3% | 0% | -1.4
CCNS(=O)(=O)c1ccc(CCC(=O)N2CCCC2)cc1 | 5% | 0% | 3% | 8% | i | -0.5% | 2% | 8% | 0.7
CCOc1ccccc1CNC(=O)c1cc2c(=O)n(Cc3ccccc3)ccc2nc1C | u | 3% | x | x | x | 3.7% | x | u | x
CCN(CC(=O)Nc1ccc2c(c1)OCCO2)C(=O)c1cc(Cl)nc2ccccc12 | 1% | -2% | 1% | 12% | i | -1.3% | 7% | 7% | -5.1
CCN1CCN(c2nc(Nc3cccc(OC)c3)nc(N)c2[N+](=O)[O-])CC1 | -7% | u | 2% | 6% | i | 2.7% | 4% | -3% | -1.3
COc1ccc(-c2nnc(SC(C)C(=O)NNC(=O)c3ccc(C)cc3)o2)cc1 (stereo not given) | 10% | -1% | 3% | -1% | i | 0.2% | -2% | 0% | 2.0
CC(C)(C)c1ccc(/C=N/NC(=O)C2CCCC2)cc1 | u | 0% | 3% | -18% | i | -0.4% | 4% | -17% | -1.6
O=NN(CCCl)C(=O)NCCc1cccc[n+]1[O-] | x | x | x | -17% | i | -0.2% | -2% | -3% | 1.2
COc1ccc(S(=O)(=O)Nc2ccccc2OC)cc1NC(=O)CC1CC2CCC1C2 (stereo not given) | u | -7% | -1% | 4% | i | 3.6% | 1% | -16% | 0.0
CCC(C)(C)N(C(=O)CCC(=O)Nc1cc(C)on1)C(C(=O)NC(C)(C)C)c1ccc(OC)cc1 (stereo not given) | -13% | -12% | -2% | 12% | i | -0.1% | 4% | 13% | 0.5
Cc1ccc(S(=O)(=O)N2CCN(C(=O)c3ccccn3)CC2)cc1 | 2% | 5% | 1% | 10% | i | 0.3% | 9% | 15% | 0.1
CCN(CC)S(=O)(=O)c1ccc(C(=O)NCCSc2c(-c3ccc(OC)cc3)[nH]c3ccccc23)cc1 | u | -12% | x | x | x | 7.6% | x | 6% | x
COc1cccc(-c2nn(C)c3sc(C(=O)NCc4ccc(OC)cc4OC)cc23)c1 | u | -9% | x | x | x | -0.2% | x | 3% | x
O=S1(=O)CC(N2CC=CC2)CN1Cc1cn(Cc2cccc(C(F)(F)F)c2)nn1 (stereo not given) | x | x | x | 10% | i | -0.6% | 13% | x | -1.4
